Screening data deposited in PubChem BioAssay by NCI.
All columns: NCI-60 one-dose screen, growth in % after 48 h at 10 µM unless noted; 100 = growth as untreated, 0 = no growth, -100 = all killed.
SF-539: SF-539 CNS cancer; hit rate 6.8% among 81,000; AID 1794752
KM12: KM12 colon cancer cells; hit rate 5% among 82,000; AID 1794800
SW-620: SW-620 colon cancer | hit rate 5.2% among 82,000 | AID 1794795
SNB-75: SNB-75 CNS cancer; AID 1794750; hit rate 5% among 79,000
SNB-19: SNB-19 CNS cancer cells; hit rate 2.5% among 81,000; AID 1794751
DU-145: DU-145 prostate cancer; hit rate 4.2% among 81,000
HT29: HT29 colon cancer. hit rate 7.4% among 81,000. AID 1794748
PC-3: PC-3 prostate cancer cells. hit rate 3.9% among 80,000
HCC-2998: HCC-2998 colon cancer | hit rate 4.7% among 79,000 | AID 1794799
* = called active by the depositor; nt = no result given. How the source made its calls: active means growth percent below 10; inactive means the rest. No enrichment for hits; 11% or so of the library scored in one or more.

Sample of the layout (2 entries):
SMILES | SF-539 | KM12 | SW-620 | SNB-75 | SNB-19 | DU-145 | HT29 | PC-3 | HCC-2998
CCOC(=O)/C(=C\c1ccc(-c2ccccc2)cc1)C(C)=O | 98 | 104 | 101 | 88 | 100 | 99 | 104 | 107 | 95
COc1ccc(C2CC(=O)Nc3c2c(C)nn3-c2nc3ccccc3[nH]2)cc1OC (centres undefined) | 98 | 83 | 78 | 51 | 85 | 87 | 95 | 75 | 97

The listing, previewed entries included:
SMILES | SF-539 | KM12 | SW-620 | SNB-75 | SNB-19 | DU-145 | HT29 | PC-3 | HCC-2998
CCOC(=O)/C(=C\c1ccc(-c2ccccc2)cc1)C(C)=O | 98 | 104 | 101 | 88 | 100 | 99 | 104 | 107 | 95
COc1ccc(C2CC(=O)Nc3c2c(C)nn3-c2nc3ccccc3[nH]2)cc1OC (centres undefined) | 98 | 83 | 78 | 51 | 85 | 87 | 95 | 75 | 97
COc1ccccc1C(=O)O/N=C(\N)Cc1cccc2ccccc12 | 97 | 88 | 97 | 67 | 88 | 99 | 78 | 79 | 89
CCOC(=O)c1sc(NCC(=O)Nc2ccc(Cl)cc2)c(C(=O)OCC)c1C | 102 | 110 | 104 | 102 | 95 | 95 | 109 | 90 | nt
CN(Cc1ccccc1)c1nc(Cl)c(C2CC(c3ccccc3)=NN2C=O)s1 (centres undefined) | 99 | 104 | 96 | 103 | 91 | 104 | 83 | 65 | 95
CCCCN(CCCC)c1cc(C(=O)CCCCCN)c2ccccc2n1 | 84 | -93* | 40 | 105 | 105 | -81* | -38* | -93* | -31*
COc1ccc(/C=C2\CCCCC3=C2N=C2SC(C)=CN2C3c2ccc(OC)c(OC)c2)cc1OC (centres undefined) | 102 | 104 | 111 | 84 | nt | 103 | 99 | 81 | 112
COc1ccc(-c2nc(SCCC(C)C)nc(Nc3ccc([N+](=O)[O-])cc3)c2C#N)cc1 | 84 | 97 | 94 | 89 | 93 | 101 | 95 | 81 | 118
C=CC(=O)OCCCl | 96 | 110 | 102 | 90 | 98 | 112 | 113 | 99 | 90
O=C(Oc1ccc(OC(=O)c2ccc(Cl)cc2)cc1)c1ccc(Cl)cc1 | 103 | 103 | 104 | 94 | nt | 102 | 113 | 101 | 100
COc1ccc(-n2nc(C(N)=O)nc2-c2cc(OC)c(OC)c(OC)c2)cc1 | 105 | 100 | 102 | nt | 102 | 120 | 103 | 105 | nt
N#CCCN1CCS(=O)(=O)C1=O | 102 | 104 | 110 | 98 | 110 | 110 | 100 | 97 | 104
N#CC1=C(N)OC2=C(C(=O)CCC2)C1c1ccco1 (centres undefined) | 97 | 110 | 110 | 96 | 98 | 108 | 109 | 102 | 104
CC(=O)CCC(C(C)=O)C(C)=O | 102 | 102 | 98 | 109 | 95 | 107 | 89 | 84 | 78
COc1ccc(C2NC(=S)NC(C)=C2C(C)=O)cc1 (centres undefined) | 102 | 101 | 98 | 73 | 10 | 114 | 103 | 73 | 110
COc1ccc(Cc2nn(CC(=O)N/N=C/c3ccc([N+](=O)[O-])cc3)c(=O)c3c(C)noc23)cc1 | 34 | 80 | 61 | 100 | 60 | 88 | 96 | 70 | 105
Oc1c(-c2nc(=S)[nH][nH]2)ccc2ccccc12 | 98 | 94 | 103 | nt | 95 | 110 | 107 | 90 | 100
N#Cc1ncc(-c2cc(C(F)(F)F)cc(C(F)(F)F)c2)c(NC2CCCCCC2)n1 | 100 | 102 | 106 | 75 | 103 | 113 | 111 | 91 | 112
COc1ccc(OC)c(NC(=O)[C@@H]2CCC(=O)N2)c1 | 98 | 102 | 99 | 89 | 97 | 103 | 85 | 90 | 94
CC1(C)C2(C(N)=O)C(=O)NC(=O)C12C(=O)O (centres undefined) | 108 | 102 | 97 | 95 | 102 | 116 | 119 | 100 | 107
Cn1cc(-c2ccc3c(Nc4cccc(NC(=O)Nc5cccc(F)c5)c4)ncnc3c2)cn1 | 20 | 20 | 58 | 44 | 65 | 42 | 33 | 34 | 83
COC(=O)C1C2CCCCC1C(=O)O2 (centres undefined) | 100 | 98 | 107 | 104 | 99 | 107 | 101 | 105 | 103
Cc1ccc(C2CC(c3ccc(S(=O)(=O)NCCNc4nc(N(C)C)nc(N5CCOCC5)n4)cc3)=Nc3c(N)nc(N)nc3N2)cc1 (centres undefined) | 44 | 48 | 81 | 59 | 57 | 66 | 18 | 28 | 48
CC1CN(C(=O)c2ccccc2)CC/C1=N\O (centres undefined) | 97 | 96 | 110 | 87 | 105 | 114 | 95 | 102 | 104
Cc1cc(Nc2nc(C(N)=O)nc3ccccc23)n[nH]1 | 95 | 100 | 105 | 36 | 107 | 102 | 104 | 93 | 104
The list continues.
SMILES | SF-539 | KM12 | SW-620 | SNB-75 | SNB-19 | DU-145 | HT29 | PC-3 | HCC-2998
COc1ccc2oc(=O)cc(C3CC(=O)Oc4n[nH]c(C)c43)c2c1 (centres undefined) | 95 | 97 | 105 | 65 | 103 | 106 | 94 | 110 | 99
Cn1cc(-c2cc3nc(-c4cn(C)c5ncc(Br)cc45)cc(N)n3n2)c2cc(F)ccc21 | -26* | 19 | 27 | 25 | 58 | 0.9* | -28* | 19 | -15*
CN1C(=O)C(=Cc2cn(Cc3ccccc3)c3ccc(Br)cc23)C(=O)N(C)C1=O | 98 | 102 | 108 | nt | 99 | 97 | 101 | 89 | 107
Cc1ccc2nc(-c3ccc(C(=O)N/N=C/c4ccc(Cl)cc4)cc3)[nH]c2c1 | 107 | 104 | 100 | 98 | 108 | 108 | 100 | 103 | 109
COc1cc2[nH]c(=S)n(-c3ccc(S(=O)(=O)Nc4ccc(Cl)nn4)cc3)c(=O)c2cc1OC | 99 | 107 | 99 | 91 | 103 | 109 | 106 | 100 | 106
C[N+](C)(C)CCOC(=O)c1cccc(OCc2ccccc2)c1 | 91 | 107 | 102 | 90 | 92 | 106 | 109 | 98 | 103
CCCN(c1ccc(Cl)cc1)c1nc(-c2ccc([N+](=O)[O-])cc2)cs1 | 99 | 96 | 91 | 95 | 95 | 102 | 82 | 90 | 107
N#Cc1sc2nc(-c3cc4ccccc4o3)cc(-c3ccc(Cl)cc3)c2c1N | 113 | 95 | 98 | 85 | 108 | 104 | 107 | 77 | 119
O=c1ccc(=O)n(-c2nc(-c3ccc(Cl)cc3)cs2)[nH]1 | 90 | 99 | 99 | 85 | 91 | 91 | 19 | 81 | 124
CCCCc1cn(CCCN2C(=O)C(=O)c3ccccc32)nn1 | 100 | 102 | 102 | 78 | 100 | 118 | 106 | 101 | 112
CC1(C)CC(=O)C2=C(C1)N(c1ccc(F)cc1F)C(N)=C(C#N)C2c1cccc(Br)c1 (centres undefined) | 84 | 94 | 98 | 94 | 73 | 99 | 88 | 83 | 94
COc1cccc2cc(-c3cc4ccccc4[nH]3)c(=Nc3ccc(Cl)cc3)oc12 | 95 | 86 | 91 | nt | 95 | 104 | 103 | 94 | 112
NCCCC(O)(P(=O)(O)O)P(=O)(O)O | 107 | 105 | 103 | 107 | 107 | 106 | 106 | 90 | 112
CCNS(=O)(=O)c1ncnc2nc[nH]c12 | 96 | 119 | 101 | 122 | nt | 102 | 114 | 85 | 114
NNc1ccnc2c(N)cccc12 | 92 | 89 | 100 | 85 | 95 | 103 | 94 | 97 | 106
COc1cc(-c2nnc(-c3c(-c4ccccc4)nc4ncccn34)o2)cc(OC)c1OC | 88 | 106 | 104 | 79 | 95 | 107 | 103 | 91 | 104
COc1cc(Oc2cc(-c3cccnc3)ccc2NC(=O)Nc2ccc(F)cc2F)cc(OC)c1OC | 105 | 108 | 104 | 84 | nt | 113 | 105 | 84 | 106
COc1ccc2c(c1OC)CO[C@@H]2[C@H]1c2c(cc3c(c2OC)OCO3)CCN1S(=O)(=O)c1cn(C)cn1 | -14* | 11 | 25 | 28 | 33 | 11 | 17 | 24 | 12
COc1ccc(-c2nn(-c3cccc(Cl)c3)cc2/C=C2\C(=N)NC(=O)C(C#N)=C2N)cc1 | 112 | 114 | 105 | 85 | 106 | 131 | nt | 98 | 108
CCN(CC)CC(OC(=O)c1ccc(N)cc1)c1ccccc1 (centres undefined) | 96 | 98 | 98 | 97 | 86 | 107 | 100 | 85 | 100
O=C(Cl)CC1CC(=O)OC1=O (centres undefined) | 110 | 106 | 109 | 86 | 105 | 106 | 129 | 99 | 114
CCOC(=O)C1=NNC(C(=O)O)C1c1ccccc1 (centres undefined) | 111 | 106 | 103 | 104 | 104 | 112 | 105 | 101 | 91
O=C(O)c1cnn(-c2ccccc2)c1-n1nnc2ccc(Cl)cc2c1=O | 93 | 109 | 107 | 89 | 93 | 110 | 106 | 78 | 98
CN(CCC(=O)c1ccc(-c2ccccc2)cc1)Cc1ccccc1 | 108 | 93 | 104 | 95 | 107 | 106 | 104 | 101 | 100
O=C(c1ccccc1)c1c(/C=C/c2ccc(Br)cc2)nc2ccccc2c1/C=C/c1cccs1 | 108 | 100 | 101 | 86 | 91 | 109 | 102 | 93 | 110

An excerpt from above in order of length of the SMILES, rising:
SMILES | SF-539 | KM12 | SW-620 | SNB-75 | SNB-19 | DU-145 | HT29 | PC-3 | HCC-2998
CCN(CC)CC(OC(=O)c1ccc(N)cc1)c1ccccc1 (centres undefined) | 96 | 98 | 98 | 97 | 86 | 107 | 100 | 85 | 100
CCCCc1cn(CCCN2C(=O)C(=O)c3ccccc32)nn1 | 100 | 102 | 102 | 78 | 100 | 118 | 106 | 101 | 112
COc1ccc2oc(=O)cc(C3CC(=O)Oc4n[nH]c(C)c43)c2c1 (centres undefined) | 95 | 97 | 105 | 65 | 103 | 106 | 94 | 110 | 99
CN1C(=O)C(=Cc2cn(Cc3ccccc3)c3ccc(Br)cc23)C(=O)N(C)C1=O | 98 | 102 | 108 | nt | 99 | 97 | 101 | 89 | 107
COc1cc(Oc2cc(-c3cccnc3)ccc2NC(=O)Nc2ccc(F)cc2F)cc(OC)c1OC | 105 | 108 | 104 | 84 | nt | 113 | 105 | 84 | 106

New compounds follow:
SMILES | SF-539 | KM12 | SW-620 | SNB-75 | SNB-19 | DU-145 | HT29 | PC-3 | HCC-2998
O=C(Nc1ccc(F)cc1)Nc1ccc(NC(=O)c2cc(=O)[nH]c3ccccc23)cc1 | 105 | 111 | 109 | 88 | 102 | 108 | 114 | 99 | 112
COc1ccc(C(=O)/C=C/c2cc(C(F)(F)F)cc(C(F)(F)F)c2)cc1S(N)(=O)=O | -98* | -75* | -58* | 12 | -100* | -41* | -60* | -14* | -98*
c1c2c(cc3c1OCCO3)C1CN(C2)Cc2cc3c(cc21)OCCO3 | 100 | 102 | 99 | 81 | 94 | 97 | 110 | 89 | 103
O=S(=O)(c1ccccc1)N1CCN(c2ccccc2)CC1 | 99 | 107 | nt | 106 | 113 | 108 | 103 | 103 | 97
O=C(CCc1nnc2sc(-c3ccc(Cl)cc3Cl)nn12)c1nc2ncccc2[nH]1 | -21* | -52* | -30* | 35 | 27 | -7.9* | -13* | -39* | -72*
CC(=O)N1N=C(c2ccc(F)cc2)CC1c1cccc(Nc2ccnc3cc(C(F)(F)F)ccc23)c1 (centres undefined) | 100 | 82 | 98 | 99 | 86 | 94 | 79 | 64 | 95
CC/C(=C(\c1ccc(OCCN2CCOCC2)cc1)c1ccc(OC(=O)c2ccccc2)cc1)c1ccc(Cl)cc1 | 111 | 102 | 97 | 102 | 106 | 109 | 91 | 91 | 104
C(=C/c1nc2ccccc2nc1CCN1CCCCC1)/c1ccc2c(c1)OCO2 | 73 | 83 | 89 | 70 | 83 | 88 | 56 | 78 | 95
COc1ccc(OC)c(-c2c(C#N)c(-c3ccc(Cl)cc3)nc3c2c(-c2ccccc2)nn3-c2ccccc2)c1 | 99 | 99 | 99 | 85 | 100 | 99 | 109 | 92 | 108
N#Cc1nc(-c2cccs2)oc1N1CCN(S(=O)(=O)c2ccc(Cl)cc2)CC1 | 101 | 104 | 101 | 111 | 93 | 106 | 108 | 96 | 109
Cc1ncc(C(=O)Nc2ccccc2)[nH]1 | 101 | 114 | 110 | 89 | 109 | 117 | nt | 99 | 100
N#[N+]c1ccc2c(S(=O)(=O)Oc3ccc(C(=O)c4ccccc4)c(OS(=O)(=O)c4cccc5c([O-])c([N+]#N)ccc45)c3)cccc2c1[O-] | 91 | 87 | 98 | 78 | 103 | 96 | 104 | 42 | 96
O=[N+]([O-])c1cccc(OCCCCOc2ccccc2)c1 | 101 | 109 | 102 | 65 | 109 | 111 | 91 | 104 | 112
N#C/C(=C/N1C(=O)/C(=C/c2ccc([N+](=O)[O-])cc2)SC1=S)C(N)=O | 102 | 89 | 101 | 83 | 101 | 100 | 91 | 90 | 100
CC1=C(C)C[C@]2(Cc3ccc(C)cc3C2=O)S(=O)C1 (some centres undefined) | 104 | 74 | 85 | 85 | 100 | 104 | 59 | 41 | 95
CCOC(=O)c1sc2ncnc(Nc3ccc(NC(=O)Nc4ccc(Cl)cc4)cc3)c2c1C | -1.2* | 55 | 64 | 18 | 74 | 54 | 43 | nt | 90
Nc1nc(N)nc(-c2ccccc2)n1 | 102 | 106 | 105 | 78 | 103 | 108 | 100 | 104 | 112
N[C@H]1CCC[C@@H]1NCCCCN1C(=O)c2cccc3cc([N+](=O)[O-])cc(c23)C1=O | 38 | 37 | 27 | 47 | 46 | 30 | 14 | 41 | 52
COc1ccc(/C=N/NC(=O)Cn2nc(Cc3ccccc3)c3onc(C)c3c2=O)cc1 | 98 | 104 | 108 | 104 | 98 | 95 | 96 | 80 | 112
COc1ccc(CC2=C(Nc3ccc4c(c3)OCO4)COC2=O)cc1 | 103 | 104 | 107 | 73 | 100 | 114 | 98 | 102 | 112
